# Source: PubChem (Sanford-Burnham Center for Chemical Genomics)
# VHR inh color: VHR1 (DUSP3) phosphatase inhibition; P51452; recombinant VHR phosphatase, colorimetric substrate read-out; inhibition, % at 20 µM; 0.7% of 50,000 active; AID 1992; in the data active = inhibition above about 60%; also: some results filed as inactive read as strong as hits
# Target sequence (P51452 whole entry, looked up): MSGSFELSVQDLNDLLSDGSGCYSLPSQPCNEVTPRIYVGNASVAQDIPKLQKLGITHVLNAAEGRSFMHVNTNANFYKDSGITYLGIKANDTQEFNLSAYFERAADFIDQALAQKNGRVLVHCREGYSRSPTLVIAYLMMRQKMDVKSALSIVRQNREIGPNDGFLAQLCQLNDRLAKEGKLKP
# The depositor's hits bear a star. The list is partial; rates above refer to the full screens.
molecule	VHR inh color
COc1ccc(/C=N/n2c(C)nnc2C)c(OC)c1OC	7
COc1cc(/C=N/O)ccc1OCc1ccc(Cl)cc1	105*
Cc1cc(/C=N/NC(=O)CC#N)c(C)n1-c1ccc(Cl)cc1	34
O=C(CSc1nc2sc3c(c2c(=O)n1-c1ccc(Cl)cc1)CCCC3)c1ccccc1	15
COc1ccc(N(CC(=O)Nc2ccc(C(C)C)cc2)S(C)(=O)=O)c(OC)c1	-12
CC1=C(C(=O)OCCc2ccccc2)C(c2ccccc2F)CC(=O)N1 (stereo not drawn)	-5
COC(=O)c1c(-c2ccc(Br)cc2)csc1NC(=O)CCCC(=O)O	-3
CN(Cc1ccccc1)C1CC(=O)N(c2cc(Cl)cc(Cl)c2)C1=O (stereo not drawn)	-12
C/C(=N\Nc1nc(C)cc(-c2ccccc2)n1)c1ccccc1	-46
CCc1cccc(C)c1NC(=O)COc1ccc(C)c(C)c1	-2
CCn1cc(C(=O)NN)c(=O)c2cc(F)c(N3CCCCCC3)cc21	-42
Cc1nonc1NC1(O)C(=O)c2ccccc2C1=O	-10
COC(=O)CNC(c1ccccc1)c1cc(Br)ccc1NC(=O)CCCNC(=O)OCc1ccccc1 (stereo not drawn)	-1
COc1ccc(C(=O)Nc2cc(C(=O)O)cc(C(=O)O)c2)cc1	-28
CN(C)c1ccnc2sc(C(=O)c3ccccc3)c(N)c12	-16
O=C(Cc1ccccc1)Nc1ccc2c(c1)oc1ccccc12	-10
CC(=O)Oc1ccc2c(=O)c(-c3nc4ccccc4[nH]3)c(C)oc2c1	-7
Cc1ccc2c(c1)NC(c1ccc(C)o1)C1=C(CC(C)(C)CC1=O)N2 (stereo not drawn)	10
Cc1cc(C)c(C(=O)/C(=C/c2ccccc2)c2ccccc2)c(=O)[nH]1	6
O=c1c2ccccc2nc(-c2ccccn2)n1-c1ccc(Cl)cc1	84
CCOC(=O)c1ccc(NC(=O)C(Cl)(Cl)Cl)cc1	-12
CCOC(=O)/C=C1\NC(C)(C)Cc2cc(OC)c(OC)cc21	14
Cc1c(NC(=O)c2ccccc2[N+](=O)[O-])cccc1-c1nc2cc(Cl)ccc2o1	-8
Cc1ccc(C(=O)N/C(=C\c2cccc([N+](=O)[O-])c2)C(=O)N2CCCCC2)cc1	-1
CCOC(=O)CCc1c(C)nc2cc(-c3ccc(I)cc3)[nH]n2c1=O	-6
C=CCON1C(=O)C(=O)N(OCC=C)C2CCCCC21 (stereo not drawn)	-3
O=C(c1ccccc1Br)N1CCN(c2ccc([N+](=O)[O-])cc2Cl)CC1	20
COC(C(=O)NNC(=O)c1ccccc1Cl)c1ccccc1 (stereo not drawn)	-9
COC(=O)c1cc(-c2cccs2)nc2ccc(Br)cc12	-12
COc1ccc(N)cc1-n1c(C)ccc1C	35
CC12CCCCC1C2C(=O)N/N=C\c1ccc(-c2ccc(C(=O)O)cc2)o1 (stereo not drawn)	-18
COc1ccc(N2C(=O)NC(=O)/C(=C/c3cc(Br)c(OCCOc4ccccc4OC)c(OC)c3)C2=O)cc1	-24
Cc1sc2nc(C)n(CCO)c(=O)c2c1C	0
O=C1C2C3C=CC(C3)C2C(=O)N1/N=C/c1ccc(-c2ccccc2[N+](=O)[O-])o1 (stereo not drawn)	-16
O=C(NCCc1ccccc1)c1nn2c(c1Br)NC(c1ccccc1)CC2C(F)(F)F (stereo not drawn)	-4
CC(=O)Nc1ccccc1NC(=O)c1cccc(Br)c1	-36
Cc1ccc(C)c(C(=O)CSc2ncn[nH]2)c1	2
COc1ccc(C(NC(=O)C(c2ccccc2)c2ccccc2)NC(=O)C(c2ccccc2)c2ccccc2)cc1	-8
CCC1(C)NC(=S)N2N1C(=S)NC2(C)CC (stereo not drawn)	-22
COc1ccc(C(=O)Nc2ccccc2CO)cc1OC	-52
Fc1cccc(Cl)c1-c1nnc2ccc(C(F)(F)F)cn12	2
COc1cccc(NC(=O)/C(NC(=O)c2ccccc2)=C2\c3ccccc3-c3ccc([N+](=O)[O-])cc32)c1	-6
O=C(O)c1cc(NC(=O)c2cccc(C(=O)Nc3cc(C(=O)O)cc(C(=O)O)c3)c2)cc(C(=O)O)c1	-15
COc1ccc(OC)c(NC(=S)NC(NC(=O)CC(C)C)C(Cl)(Cl)Cl)c1 (stereo not drawn)	11
O=C(COc1ccccc1)N1CCN(Cc2ccc([N+](=O)[O-])cc2)CC1	14
CCOc1ccc(N2C(=O)/C(=C/c3ccc(C(=O)OC)cc3)SC2=S)cc1	-74
Cc1[nH]c2c(Cl)cccc2c(=O)c1CN1CCN(C)CC1	-5
O=S1(=O)N=C(Nc2cccc(Cl)c2)c2ccccc21	-26
Cc1ccc(C(=O)N/C(=C\c2cccc(Br)c2)C(=O)N2CCCCC2)cc1	-8
O=c1[nH]c(/C=C\c2ccccc2Cl)c([N+](=O)[O-])c(=O)[nH]1	-2
O=c1c([N+](=O)[O-])c(-n2ccnc2)c2ccccc2n1-c1ccccc1	1
COc1ccc(N2C(=O)c3ccccc3NC2c2ccc(OC)c(CSc3ccccn3)c2)cc1 (stereo not drawn)	-5
CC(=O)c1ccc(NC(=O)c2sc3ccccc3c2Cl)cc1	12
C(=N\n1cnnc1)/c1cc2ccccc2[nH]1	-20
Nc1cccc(C(=O)Nc2ccc(N)cc2Cl)c1	-17
COc1cc(NC(=O)c2ccc(OCc3ccccc3)cc2)ccc1NC(=O)c1ccco1	14
CC1=C(C(=O)OCCOc2ccccc2)C(c2ccc(F)cc2)C2=C(CC(C)(C)CC2=O)N1 (stereo not drawn)	-5
COC(=O)c1c(N)sc(C)c1-c1ccc(C)cc1	30
COc1ccc(S(=O)(=O)NCCN2CCOCC2)cc1	2
Cc1cccc(N=Cc2ccc([N+](=O)[O-])s2)c1	-15

# Additional structures.
molecule	VHR inh color
CCCc1ccc(OCC(=O)NNC(=O)C2COc3ccccc3O2)cc1 (stereo not drawn)	17
O=C(NNC(=O)C1CCCO1)c1ccc(Cl)cc1 (stereo not drawn)	6
O=C1/C(=C/c2ccc([N+](=O)[O-])cc2)C=C(c2ccccc2)N1c1ccc(O)cc1	-18
O=C(OCCOc1ccccc1)c1sc2ccccc2c1Cl	-10
CCCCN(CN1C(=O)C2CC=C(Cl)CC2C1=O)CN1C(=O)C2CC=C(Cl)CC2C1=O (stereo not drawn)	14
O=C1NN(c2ccc(Cl)cc2)C(=O)/C1=C\c1ccc(-c2cccc(C(=O)O)c2)o1	16
COC(=O)CN1C(=O)/C(=C\c2cccs2)SC1=S	1
Oc1ccc(C=Nc2ccc(O)cc2)cc1	-1
COc1cccc(OCCCCN2CCCC2)c1	-2
Cc1cc(C)cc(OCC(=O)N2CCN(c3ccc([N+](=O)[O-])cc3)CC2)c1	-42
CC(=O)N/N=C/c1cccc(C(F)(F)F)c1	-18
COc1ccc(CC(=O)NCc2ccc3c(c2)OCO3)cc1	-6
COc1ccc(/C=C2\C=C(c3ccc(Cl)cc3)OC2=O)c(OC)c1	18
O=C(Nc1ccc(I)cc1Cl)c1ccccc1Cl	-10
COc1c(Cl)cc(C(=O)Nc2ccc(F)c([N+](=O)[O-])c2)cc1Cl	-10
CC(C)CCNC(=O)C(=O)Nc1nccs1	-5
O=C(CCN1CCCCCC1)c1ccccc1	-3
N=c1n(CC(=O)O)c2ccccc2n1Cc1ccc(Cl)cc1	1
COc1cc2ccccc2cc1C(=O)Nc1cccc([N+](=O)[O-])c1	-3
CCOC(=O)c1ccc2[nH]c3c(c2c1)CCCC3=O	-4
CN1C/C(=C\c2cccnc2)C(=O)/C(=C/c2cccnc2)C1	-10
O=C1NC(=S)S/C1=C/c1ccccc1Sc1ccc(Cl)cc1	-20
Cc1cc(C)nc(N2C(=O)c3ccc(C(=O)O)cc3C2=O)n1	-30
CCOc1cc(C(=S)N2CCOCC2)cc(Br)c1OC(=O)c1ccc([N+](=O)[O-])cc1	5
Cc1cccc(NC(=O)CCCN2C(=O)c3cccc4cccc(c34)C2=O)c1	4
CN1C(=O)C(=Cc2ccc(C(=O)O)cc2)C(=O)N(C)C1=O	21
COc1ccc(NC(=O)c2cnn3c(C(F)(F)F)cc(-c4ccco4)nc23)cc1OC	-15
COc1ccc(N/C=C/C(=O)c2ccc(Cl)cc2)c(OC)c1	-23
CC1=NOC(=O)/C1=C/c1ccc(OCc2ccc(F)cc2)cc1	-17
COc1ccc(NS(=O)(=O)c2cc(C(=O)c3ccc(Br)cc3)ccc2C)cc1	-6
CC1=C(C(=O)Nc2ccccc2C)C(c2ccccc2)NC(=O)N1C (stereo not drawn)	-1
O=C(CN1C(=O)c2ccc([N+](=O)[O-])cc2C1=O)N1CCCCC1	24
CCN(CC)S(=O)(=O)c1ccc(NC(=S)Nc2ccccc2)cc1	-7
CC1CCc2c(sc(NC(=O)CCC(=O)O)c2C(=O)Nc2ccc(Cl)cc2)C1 (stereo not drawn)	34
CCOC(=O)c1c[nH]c2c(C)ccc(Cl)c2c1=O	-18
S=C(Nc1ccccc1)N1CCN(C(c2ccccc2)c2ccccc2)CC1	5
COc1ccc(CNC(=O)C(=O)Nc2ccccc2C)cc1	-7
C/C(=N/NC(=O)c1cccc(O)c1)C1CC1	-19
CCOC(=O)c1ccc(N2C(=O)NC(=O)/C(=C/c3ccc(OC)c(OC)c3)C2=O)cc1	10
C/C(=N/Nc1ccccc1[N+](=O)[O-])C1CC1	-8
O=C1C=C/C(=N\S(=O)(=O)c2ccc(Cl)c([N+](=O)[O-])c2)c2ccccc21	-5
CCOc1ccc(C(=O)Nc2ccc3oc(-c4ccncc4)nc3c2)cc1Cl	-4
CC(C)CNC(=O)c1cccc(NC(=O)c2ccc(Cl)c([N+](=O)[O-])c2)c1	-8
CCc1ccc(NC(=O)CSCC(=O)Nc2ccccc2)cc1	-2
O=C(O)CCN1C(=O)c2ccc(Oc3ccc([N+](=O)[O-])cc3)cc2C1=O	5

# Reprinted from above (17 entries):
molecule	VHR inh color
COc1ccc(NC(=O)c2cnn3c(C(F)(F)F)cc(-c4ccco4)nc23)cc1OC	-15
COc1ccc(N/C=C/C(=O)c2ccc(Cl)cc2)c(OC)c1	-23
CC1=NOC(=O)/C1=C/c1ccc(OCc2ccc(F)cc2)cc1	-17
COc1ccc(NS(=O)(=O)c2cc(C(=O)c3ccc(Br)cc3)ccc2C)cc1	-6
CC1=C(C(=O)Nc2ccccc2C)C(c2ccccc2)NC(=O)N1C (stereo not drawn)	-1
O=C(CN1C(=O)c2ccc([N+](=O)[O-])cc2C1=O)N1CCCCC1	24
CCN(CC)S(=O)(=O)c1ccc(NC(=S)Nc2ccccc2)cc1	-7
CC1CCc2c(sc(NC(=O)CCC(=O)O)c2C(=O)Nc2ccc(Cl)cc2)C1 (stereo not drawn)	34
CCOC(=O)c1c[nH]c2c(C)ccc(Cl)c2c1=O	-18
S=C(Nc1ccccc1)N1CCN(C(c2ccccc2)c2ccccc2)CC1	5
COc1ccc(CNC(=O)C(=O)Nc2ccccc2C)cc1	-7
C/C(=N/NC(=O)c1cccc(O)c1)C1CC1	-19
CCOC(=O)c1ccc(N2C(=O)NC(=O)/C(=C/c3ccc(OC)c(OC)c3)C2=O)cc1	10
C/C(=N/Nc1ccccc1[N+](=O)[O-])C1CC1	-8
O=C1C=C/C(=N\S(=O)(=O)c2ccc(Cl)c([N+](=O)[O-])c2)c2ccccc21	-5
CCOc1ccc(C(=O)Nc2ccc3oc(-c4ccncc4)nc3c2)cc1Cl	-4
CC(C)CNC(=O)c1cccc(NC(=O)c2ccc(Cl)c([N+](=O)[O-])c2)c1	-8

# The list goes on.
molecule	VHR inh color
Cc1ccccc1C(=O)NCCN(C)C	-21
COc1ccccc1NC(=O)CN(c1cccc([N+](=O)[O-])c1)S(=O)(=O)c1ccccc1	6
CCC1=NN2C(=N)/C(=C/c3ccc4c(c3)OCO4)C(=O)N=C2S1	-14
Cc1ccc(N2C(=O)NC(=O)/C(=C\c3ccc(O)c(Br)c3)C2=O)cc1	-31
CCC(=O)NC(c1ccc(OC)c(OC)c1)c1c(OC(C)=O)ccc2ccccc12 (stereo not drawn)	-12
Cc1nnc(NC(=O)CSCCSCC(=O)Nc2nnc(C)s2)s1	-9
CCOC(=O)c1c(C)n(CC(O)CNC(C)C)c2ccc(OC)cc12 (stereo not drawn)	3
O=C1NC(=O)N(c2cccc(Br)c2)C(=O)/C1=C/c1ccc(O)c(Cl)c1	-10
COc1ccc(C2SCc3cc(C)c(C)cc3CS2)cc1OC	-4
O=C1c2ccccc2/C(=N/N=C/C=C/c2ccco2)C1C(=O)C(c1ccccc1)c1ccccc1 (stereo not drawn)	88*
CCOC(=O)c1c(NC(=O)c2ccc(OC)cc2)sc2c1CCC2	9
CCOC(=O)COc1ccc(C=Nc2ccc3[nH]c(=O)[nH]c3c2)cc1OC	-8
O=[N+]([O-])c1cc(NS(=O)(=O)c2cc(Cl)ccc2Cl)ccc1Cl	-8
Cc1cc(C)cc(N2C(=O)NC(=O)/C(=C\c3ccccc3C)C2=O)c1	-8
Cc1ccc(C(=O)Nc2ccc(N/C(N)=N/[N+](=O)[O-])cc2)cc1	-14
O=C1CCC(C(=O)Nc2ccc(Cl)cc2)N1 (stereo not drawn)	104
O=C1C(Cl)=C(N2CCOCC2)C(=O)C(Cl)=C1/C=C/N1CCOCC1	12
CCOc1cccc(-c2cc(C(=O)N3CCN(C)CC3)c3ccccc3n2)c1	1
CCN(CC)Cc1c(O)ccc2c(C)cc(=O)oc12	0
c1ccc(-n2c(SCc3cccc4ccccc34)nnc2-c2ccco2)cc1	17
COc1ccc2oc(=O)c(C(=O)Nc3ccc(Cl)c(Cl)c3)cc2c1	-6
Cc1csc(NC(=O)c2ccc(C)c([N+](=O)[O-])c2)n1	-13
O=C1NC(=Nc2ccc(F)cc2)S/C1=C/c1ccccc1F	-21
Cc1cc(I)ccc1S(=O)(=O)NCCCN1CCOCC1	10
